GPR151 activ – human GPR151 activation | Q8TDV0 | PathHunter beta-arrestin GPR151 cells, luminescence | activation, % at 11.2 µM | 650,000 tested, 1% active | AID 1508602; in the data active means activation above about 4.9%;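 further: 0% = median of compound wells and 100% = cells with positive control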
TEAD-YAP block – TEAD-YAP interaction inhibition; AID 1259422; HEK-TIYL cells, TEAD-Gal4/YAP UAS-luciferase luminescence; inhibition, % at 9.12 µM; 640,000 tested, 1.4% active; in the data active means inhibition above about 32%;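 further: 0% = median of test compound wells and 100% = reference inhibitor wells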
FBW7 act – activators of human E3 ligase FBW7 | Q969H0 | AlphaScreen FBW7–phospho-cyclin E peptide binding, activator screen | normalized activity (activation), % at 26.1 µM | 650,000 tested, 0.13% active; in the data active means normalized activity above about 1.9%;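 further: purified mutant Fbw7 with reduced substrate affinity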
Target sequence (Q969H0 whole entry, looked up): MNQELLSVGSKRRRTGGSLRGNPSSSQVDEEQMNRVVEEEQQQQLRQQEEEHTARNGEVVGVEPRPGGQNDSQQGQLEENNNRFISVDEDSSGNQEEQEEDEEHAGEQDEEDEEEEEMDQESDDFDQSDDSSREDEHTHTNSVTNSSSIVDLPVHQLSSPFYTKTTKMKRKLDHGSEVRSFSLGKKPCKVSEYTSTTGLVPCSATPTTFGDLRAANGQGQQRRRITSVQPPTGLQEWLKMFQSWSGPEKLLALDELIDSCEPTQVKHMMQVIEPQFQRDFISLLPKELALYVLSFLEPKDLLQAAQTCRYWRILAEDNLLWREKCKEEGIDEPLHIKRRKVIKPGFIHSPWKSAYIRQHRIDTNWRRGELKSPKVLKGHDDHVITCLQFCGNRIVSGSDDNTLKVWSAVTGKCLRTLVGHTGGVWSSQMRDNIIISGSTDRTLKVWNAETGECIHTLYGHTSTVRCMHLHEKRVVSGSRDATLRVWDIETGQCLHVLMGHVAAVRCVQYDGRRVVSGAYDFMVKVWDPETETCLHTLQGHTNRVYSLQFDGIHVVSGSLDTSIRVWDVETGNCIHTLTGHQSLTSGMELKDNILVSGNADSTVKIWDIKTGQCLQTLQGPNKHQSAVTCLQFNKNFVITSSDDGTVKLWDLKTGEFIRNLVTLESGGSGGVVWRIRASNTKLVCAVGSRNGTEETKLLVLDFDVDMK
MITF primary – blocks human microphthalmia-associated transcription factor; O75030; AlphaScreen MITF homodimerization, bead proximity signal; inhibition, % at 2.6 µM; 650,000 tested, 0.91% active; AID 1259374; in the data active means inhibition above about 50%;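 further: 0% = vehicle wells with protein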
The depositor's hits bear a star. The order is random, and some 3.5% of all compounds hit somewhere here.

`CC(=O)NCC(=O)N(c1ccc(C)cc1)C1(C(=O)NC2CCCCC2)CCCCC1` gave GPR151 activ -0.1, TEAD-YAP block 3.8, FBW7 act -0.1 and MITF primary 1.9.
Screening O=C(c1ccc2c(c1)N(Cc1ccc(F)cc1)C(=O)c1ccccc1S2=O)N1CCCC1 (stereo not drawn) returned GPR151 activ 0.1, TEAD-YAP block 5.6, FBW7 act 0.0 and MITF primary 9.2.
Screening O=C(CCc1ccc2c(c1)OCO2)NCC1Cc2cc(-c3cccnc3)cc(F)c2O1 (stereo not drawn) returned GPR151 activ -0.2, TEAD-YAP block -7.1, FBW7 act -0.2 and MITF primary 7.0.
Screening CC(Nc1ncc(Br)cn1)c1ccccc1 (stereo not drawn) returned GPR151 activ 0.6, TEAD-YAP block -9.9, FBW7 act 0.2 and MITF primary 12.4.
CCOC(=O)C1C2C=CC3(CN(C4CCCCC4)C(=O)C13)O2 (stereo not drawn) was read as GPR151 activ 0.7, TEAD-YAP block 0.3, FBW7 act 0.0 and MITF primary -2.9.
CCN1CCC(N(Cc2cccc(OC)c2)C(=O)Nc2ccccc2Br)CC1 was read as GPR151 activ -3.1, TEAD-YAP block 1.9, FBW7 act -0.1 and MITF primary 8.0.
Screening COc1ccc2[nH]c3nc(SCC(=O)Nc4ccccc4)nnc3c2c1 returned GPR151 activ -0.8, TEAD-YAP block -1.3, FBW7 act 0.0 and MITF primary 11.9.
COc1cccc(-c2nc(-c3nonc3N)no2)c1 was read as GPR151 activ -2.4, TEAD-YAP block -38.5, FBW7 act 0.0 and MITF primary 6.0.
CCCCCOC(=O)C1C2C=CC3(CN(c4ccc(C)cc4)C(=O)C13)O2 (stereo not drawn) was read as GPR151 activ 0.3, TEAD-YAP block -6.4, FBW7 act 0.0 and MITF primary 0.5.
Screening COC(=O)Cc1ccc(NC(=S)NCc2ccccc2OC)cc1 returned GPR151 activ 1.6, TEAD-YAP block -1.6, FBW7 act -0.2 and MITF primary -3.4.
Cc1ccc(OCC(=O)Nc2ccc3nn(-c4cccc(Cl)c4)nc3c2)c(C)c1 was read as GPR151 activ 0.9, TEAD-YAP block -6.7, FBW7 act 0.0 and MITF primary 5.3.
Screening O=C(Nc1ccc(F)cc1)c1ccc(S(=O)(=O)N2CCc3ccccc3C2)cc1 returned GPR151 activ -2.4, TEAD-YAP block -0.8, FBW7 act 0.2 and MITF primary 18.6.
`COc1ccc2c(c1)cc(C)c1nn(CC(=O)N3CCNC(=O)C3(C)C)c(=O)n12` gave GPR151 activ 0.1, TEAD-YAP block 9.7, FBW7 act -0.1 and MITF primary 3.5.
`O=C(Nc1ccccc1Cl)c1cc2c(=O)oc3ccccc3c2s1` gave GPR151 activ 0.7, TEAD-YAP block -0.1, FBW7 act 0.1 and MITF primary 8.2.
Cc1cc(Nc2ccc(Oc3ccccc3)cc2)nc(-c2c(C)noc2C)n1 was read as GPR151 activ -1.1, TEAD-YAP block 1.1, FBW7 act 0.0 and MITF primary 3.5.
`CCOc1ccc(C2C(C#N)=C(N)SC(N)=C2C#N)cc1OCC` gave GPR151 activ -0.3, TEAD-YAP block 3.6, FBW7 act 0.3 and MITF primary 4.8.
COc1ccccc1CCNC(=O)Nc1cccc([N+](=O)[O-])c1 was read as GPR151 activ 0.2, TEAD-YAP block -3.6, FBW7 act -0.1 and MITF primary -1.8.
For Cc1cc(C)c(S(=O)(=O)N2CCCC2CNC(=O)C(=O)Nc2ccccc2)c(C)c1 (stereo not drawn) the results were GPR151 activ -0.2, TEAD-YAP block -10.2, FBW7 act -0.2 and MITF primary -1.1.
Screening O=C1CC(NCc2ccccc2)C(=O)N1c1ccc(F)cc1 (stereo not drawn) returned GPR151 activ 0.0, TEAD-YAP block -3.4, FBW7 act 0.0 and MITF primary -3.3.
COc1ccc(CNC(=O)CCNS(=O)(=O)c2ccc3c(c2)CCC(=O)N3)cc1 was read as GPR151 activ -0.5, TEAD-YAP block 4.7, FBW7 act -0.2 and MITF primary -0.8.
OC1(c2ccc(F)cc2)CCN(Cc2cccnc2)CC1 was read as GPR151 activ -0.3, TEAD-YAP block -17.6, FBW7 act 1.3 and MITF primary 18.6.
For CSc1nc2ncc(C(=O)O)c(=O)n2[nH]1 the results were GPR151 activ 0.0, TEAD-YAP block -0.8, FBW7 act -0.2 and MITF primary 17.0.
Screening COCCNC(=O)c1ccc(-c2ccccc2C)nc1NCC1CC1 returned GPR151 activ -0.1, TEAD-YAP block -8.5, FBW7 act 0.4 and MITF primary -4.5.
O=C1CN(CC(=O)Nc2cc(Cl)cc(Cl)c2)CCN1 was read as GPR151 activ 0.2, TEAD-YAP block -2.2, FBW7 act 0.2 and MITF primary -10.4.

Molecules shown so far that contain a Cl atom, in the order listed:
Cc1ccc(OCC(=O)Nc2ccc3nn(-c4cccc(Cl)c4)nc3c2)c(C)c1 was read as GPR151 activ 0.9, TEAD-YAP block -6.7, FBW7 act 0.0 and MITF primary 5.3.
`O=C(Nc1ccccc1Cl)c1cc2c(=O)oc3ccccc3c2s1` gave GPR151 activ 0.7, TEAD-YAP block -0.1, FBW7 act 0.1 and MITF primary 8.2.
O=C1CN(CC(=O)Nc2cc(Cl)cc(Cl)c2)CCN1 was read as GPR151 activ 0.2, TEAD-YAP block -2.2, FBW7 act 0.2 and MITF primary -10.4.

Additional structures follow.
O=C(CN1C(=O)NC2(CCOc3ccccc32)C1=O)Nc1ccc2c(c1)OCCO2 (stereo not drawn) was read as GPR151 activ -0.8, TEAD-YAP block 8.4, FBW7 act 0.3 and MITF primary 16.2.
`CN1CCN(C(c2ccc3ncccc3c2)c2nnnn2C(C)(C)C)CC1` (stereo not drawn) gave GPR151 activ 0.7, TEAD-YAP block -9.1, FBW7 act 0.9 and MITF primary 22.4.
For Cc1cc(-c2ccccc2)n(-c2cc(Nc3ccc(C)c(Cl)c3)ncn2)n1 the results were GPR151 activ 2.5, TEAD-YAP block -6.6, FBW7 act 0.1 and MITF primary 9.2.
Screening O=C(NCc1cccc(Oc2ccc(F)cc2)c1)c1cccnc1 returned GPR151 activ -0.6, TEAD-YAP block -49.8, FBW7 act 0.3 and MITF primary -1.8.
Cc1ccc(NC(=O)c2cc(C(=O)Nc3ccc(C)cc3C)n(C)n2)c(C)c1 was read as GPR151 activ -0.5, TEAD-YAP block 2.1, FBW7 act -0.1 and MITF primary 6.0.
Screening CC(C)NC(=O)C(Sc1ccccc1)c1ccccc1 (stereo not drawn) returned GPR151 activ -0.9, TEAD-YAP block 1.3, FBW7 act 0.0 and MITF primary 10.5.
`Cc1ccc(-c2c(C(=O)Nc3cccc(Cl)c3)oc(=O)c3ccccc23)cc1` gave GPR151 activ 0.0, TEAD-YAP block -6.3, FBW7 act 0.1 and MITF primary 9.3.
Screening CCN1CCN(C(=O)c2nn(-c3ccc(OC)cc3)c(=O)c3c2c2ccccc2n3C)CC1 returned GPR151 activ -0.8, TEAD-YAP block -3.0, FBW7 act 0.1 and MITF primary -2.2.
CC(C)C(C)NC(=O)COc1ccc(-c2ccc(C#N)cc2)cc1 (stereo not drawn) was read as GPR151 activ 1.8, TEAD-YAP block -2.3, FBW7 act 0.0 and MITF primary -0.9.
Screening COc1ccc(N2C(=O)NC(=O)/C(=C\c3ccccc3Cl)C2=O)cc1 returned GPR151 activ -0.1, TEAD-YAP block -2.6, FBW7 act 0.0 and MITF primary -3.4.
For Cc1cc(O)c(C(c2ccncc2)c2c(O)cc(C)oc2=O)c(=O)o1 the results were GPR151 activ -0.1, TEAD-YAP block -6.0, FBW7 act 0.0 and MITF primary -7.1.
`COCCNC(=O)CN1CCC(NC(=O)Nc2ccc(C(F)(F)F)cc2)CC1` gave GPR151 activ -1.0, TEAD-YAP block 13.7, FBW7 act 1.4 and MITF primary 6.3.

Entries shown so far with an aryl thioether with sulfur outside any ring (3):
Screening COc1ccc2[nH]c3nc(SCC(=O)Nc4ccccc4)nnc3c2c1 returned GPR151 activ -0.8, TEAD-YAP block -1.3, FBW7 act 0.0 and MITF primary 11.9.
For CSc1nc2ncc(C(=O)O)c(=O)n2[nH]1 the results were GPR151 activ 0.0, TEAD-YAP block -0.8, FBW7 act -0.2 and MITF primary 17.0.
Screening CC(C)NC(=O)C(Sc1ccccc1)c1ccccc1 (stereo not drawn) returned GPR151 activ -0.9, TEAD-YAP block 1.3, FBW7 act 0.0 and MITF primary 10.5.

Other results follow:
Screening CCn1c(C)nc2cc(O)ccc21 returned GPR151 activ 0.4, TEAD-YAP block -6.5, FBW7 act 0.1 and MITF primary -0.9.
`O=C(Nc1cc(-c2cn[nH]c2)ccc1OCCN1CCCC1)C1COc2ccc(F)cc2C1` (stereo not drawn) gave GPR151 activ -0.3, TEAD-YAP block -2.5, FBW7 act -0.2 and MITF primary 5.6.
`CN1CCN(C(=O)c2cccc(-c3cncc(-c4cccc(CO)c4)n3)c2)CC1` gave GPR151 activ -0.8, TEAD-YAP block 7.5, FBW7 act -0.1 and MITF primary 0.2.
For N#C/C(=C\c1c[nH]c2ccccc12)C(=O)NC1CC1 the results were GPR151 activ -0.7, TEAD-YAP block -16.9, FBW7 act -0.1 and MITF primary 16.6.
COc1ccc(C2CC(=O)C3=C(C2)NC(=O)CC3c2ccccc2C(F)(F)F)cc1 (stereo not drawn) was read as GPR151 activ -1.3, TEAD-YAP block -2.9, FBW7 act 0.6 and MITF primary -12.1.
For CCN(CC)CCNc1nc2c(c(=O)n(C)c(=O)n2C)n1Cc1ccc(F)cc1 the results were GPR151 activ 0.2, TEAD-YAP block 6.5, FBW7 act -0.3 and MITF primary -16.6.
Screening COc1ccc(C(=O)NCc2ccon2)cc1OC1CCN(C(C)C)CC1 returned GPR151 activ 3.2, TEAD-YAP block 3.3, FBW7 act 0.1 and MITF primary 7.2.
For Cc1noc(C)c1S(=O)(=O)Nc1ccc(C(=O)N2CCCCC2)cc1 the results were GPR151 activ -0.1, TEAD-YAP block -5.0, FBW7 act -0.2 and MITF primary 2.4.
`Cc1cc(N2CCN(c3nncc(-c4ccc5c(c4)OCO5)n3)CC2)cc(C)n1` gave GPR151 activ -0.5, TEAD-YAP block 6.9, FBW7 act 0.1 and MITF primary 7.2.
For COc1ccccc1/C=C/C1=NC(=C\c2ccc(Cl)cc2Cl)/C(=O)O1 the results were GPR151 activ -0.6, TEAD-YAP block 4.7, FBW7 act 0.0 and MITF primary -12.2.
Screening Cc1cccc(C(C)(C)C)c1OCCOCCNCCN returned GPR151 activ 0.3, TEAD-YAP block 0.0, FBW7 act 0.1 and MITF primary 40.5.
Cc1ccccc1OCC(=O)NNC(=O)c1ccc(Cl)cc1 was read as GPR151 activ 0.6, TEAD-YAP block 0.1, FBW7 act 0.0 and MITF primary 8.1.
`Nc1nc(-c2ccc(Cl)cc2Cl)cs1` gave GPR151 activ -0.5, TEAD-YAP block -7.5, FBW7 act -0.1 and MITF primary -3.9.
For Cc1cccc(NC(=O)C2CC(=O)N(c3ccccc3)C2)c1 (stereo not drawn) the results were GPR151 activ 0.8, TEAD-YAP block -30.8, FBW7 act 0.2 and MITF primary -4.8.
COc1ccc(CN(C)C(=O)[C@H](C)Nc2ccc(C(F)(F)F)cc2[N+](=O)[O-])cc1OC was read as GPR151 activ 0.6, TEAD-YAP block 7.2, FBW7 act 0.3 and MITF primary 13.7.
Cc1ccc(OCC(=O)OCC(=O)c2ccc([N+](=O)[O-])cc2)cc1C was read as GPR151 activ -1.3, TEAD-YAP block -1.3, FBW7 act -0.1 and MITF primary -12.2.
Cc1ccc2[nH]c3c(=O)n(N)cnc3c2c1 was read as GPR151 activ 1.2, TEAD-YAP block -5.2, FBW7 act -0.2 and MITF primary -1.5.
COC(=O)c1c(NC(=O)Cn2cnc([N+](=O)[O-])n2)sc2c1CCCC2 was read as GPR151 activ -0.5, TEAD-YAP block -0.5, FBW7 act 0.2 and MITF primary 13.2.
CNC(=S)N/N=C/c1ccc(C(=O)OC)cc1 was read as GPR151 activ -1.6, TEAD-YAP block -14.5, FBW7 act 0.0 and MITF primary 16.1.
For Cc1ccc(/C=C(\C#N)C(=O)Nc2ccccc2I)o1 the results were GPR151 activ -0.7, TEAD-YAP block -33.7, FBW7 act 0.5 and MITF primary 17.1.
Screening N/C(=N\OC(=O)c1cccc(F)c1)c1ccc(Cl)cc1 returned GPR151 activ -1.4, TEAD-YAP block -2.3, FBW7 act 0.8 and MITF primary 17.5.
OC1CCN(c2ccnc3c(-c4ccccc4Oc4ccccc4)cnn23)CC1 was read as GPR151 activ -0.2, TEAD-YAP block -19.1, FBW7 act 0.0 and MITF primary 1.8.
For COc1c(S(=O)(=O)NCCOC23CC4CC(CC(C4)C2)C3)ccc(Cl)c1Cl the results were GPR151 activ 0.7, TEAD-YAP block 7.4, FBW7 act 0.1 and MITF primary 6.3.
Screening CCOc1ccc(NC(=S)NCCN(C)C)cc1 returned GPR151 activ 0.4, TEAD-YAP block -3.5, FBW7 act -0.1 and MITF primary -16.4.
Screening Cn1c(C(=O)O)cc(=O)n(C)c1=O returned GPR151 activ -1.0, TEAD-YAP block 4.6, FBW7 act 0.1 and MITF primary -5.1.
Screening C=CCn1c(=NC(C)=O)sc2cc(C)ccc21 returned GPR151 activ 0.7, TEAD-YAP block 0.5, FBW7 act -0.1 and MITF primary -7.6.
